RGS4-Gao reg: modulates binding of RGS4 to human Galphao. actives 0.33% (n = 220,000). binding response (% of control), % at 10 µM. Multiplexed bead flow cytometry; actives lie on both sides; in the data active = binding response below about 49% or above about 150%; inactive = in between;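 also: fluorescent Galphao activated with aluminum fluoride binding bead-coupled RGS4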
Target sequence (P09471 whole entry, looked up): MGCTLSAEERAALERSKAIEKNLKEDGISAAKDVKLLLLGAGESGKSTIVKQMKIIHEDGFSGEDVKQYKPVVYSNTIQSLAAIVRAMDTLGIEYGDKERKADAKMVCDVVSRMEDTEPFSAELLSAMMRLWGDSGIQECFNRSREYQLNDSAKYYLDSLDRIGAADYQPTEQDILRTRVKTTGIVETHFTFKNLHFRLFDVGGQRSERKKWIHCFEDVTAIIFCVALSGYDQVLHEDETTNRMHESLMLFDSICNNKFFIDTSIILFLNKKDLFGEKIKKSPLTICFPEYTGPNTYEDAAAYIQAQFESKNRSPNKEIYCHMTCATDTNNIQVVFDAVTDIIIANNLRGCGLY
RGS7-Gao reg: regulators of human RGS7-Galphao interaction; Multiplexed bead flow cytometry, RGS7-Galphao binding; actives lie on both sides; P09471; actives 0.35% (n = 220,000); binding response (% of control), % at 10 µM; in the data active = binding response below about 49% or above about 150%; inconclusive = no clear call, values can overlap the other calls; inactive = in between;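 also: fluorescent Galphao held in activated GDP-AlF4 state binding bead-coupled RGS7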
Bim-Bcl-XL: inhibitors of Bim-Bcl-XL interaction, human; AID 1007; Bim peptide-Bcl-XL binding, bead flow cytometry, fluorescence; inhibition, % at 10 µM; actives 0.04% (n = 190,000)
Target sequence (Q07817 whole entry, looked up): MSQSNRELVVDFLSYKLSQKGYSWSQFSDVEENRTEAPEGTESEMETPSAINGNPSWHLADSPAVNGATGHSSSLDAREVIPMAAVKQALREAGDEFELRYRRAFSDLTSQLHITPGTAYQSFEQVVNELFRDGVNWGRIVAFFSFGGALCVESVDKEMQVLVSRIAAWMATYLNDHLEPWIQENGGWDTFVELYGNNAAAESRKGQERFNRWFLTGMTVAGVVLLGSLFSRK
ABCB1 block: inhibitors of human ABCB1 transporter, ABCG2 counter-screen | P08183 | CCRF-Adr cells, JC-1 efflux, flow cytometry | inhibition, % at 6.6 µM | actives 0.067% (n = 190,000) | AID 1326; in the data active = inhibition above about 40%;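 also: 0% = vehicle and 100% = reference inhibitor; higher value means more JC-1 retained so stronger ABCB1 efflux block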
Bcl-2 Bim block: disrupts Bim peptide binding to human Bcl-2 | P10415 | Bead-based flow cytometry, Bim peptide-Bcl-2 binding | inhibition, % at 10 µM | actives 0.06% (n = 190,000) | AID 950; in the data active = inhibition above about 40%; inconclusive = no clear call, values can overlap the other calls;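 also: 0% = no compound wells with probe peptide and 100% = reference peptide inhibitor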
Target sequence (P10415 whole entry, looked up): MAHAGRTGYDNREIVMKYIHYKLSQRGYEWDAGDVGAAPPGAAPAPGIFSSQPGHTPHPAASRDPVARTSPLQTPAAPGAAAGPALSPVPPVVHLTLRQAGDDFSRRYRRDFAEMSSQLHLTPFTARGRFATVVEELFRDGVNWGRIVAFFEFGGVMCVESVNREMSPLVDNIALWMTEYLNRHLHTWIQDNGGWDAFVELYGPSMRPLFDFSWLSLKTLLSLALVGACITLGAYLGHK
ABCG2 inh: human ABCG2 inhibition, ABCB1 as counter-screen; IgMXP3 cells, JC-1 efflux, flow cytometry; AID 1325; actives 0.1% (n = 190,000); Q9UNQ0; inhibition, % at 6.6 µM;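 active = inhibition above 80%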;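 also: 0% = DMSO and 100% = nicardipine control wells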
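Incubation: cells with compound and JC-1, 10 min at 25 °C, rotating, no wash / Test system: IgMXP3 (ABCG2) plus far-red-tagged CCRF-Adr (ABCB1) cells / Compound dosing: one concentration, 6.6 µM final / Also added: JC-1 fluorescent substrate / Evaluation: efflux inhibition in percent versus controls / Detection: flow cytometry, 530 nm JC-1 signal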
Bfl-1 Bim block: disrupts Bim binding to human Bfl-1; Q16548; Bead-based flow cytometry, Bim-Bfl-1 binding inhibition; inhibition, % at 10 µM; actives 0.12% (n = 190,000); AID 1008;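 also: 0% = wells without compound plus tracer and 100% = blocker peptide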
RGS8-Gao reg: regulators of human RGS8-Galphao interaction; P09471; multiplexed bead flow cytometry, RGS8-Galphao binding; actives lie on both sides; response (percent of control binding), % at 10 µM; actives 0.34% (n = 220,000); AID 1423; in the data active = response below about 60% or above about 140%; inactive = in between;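 also: Galphao activated as the GDP aluminium fluoride complex binding bead-coupled RGS8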
Bcl-B Bim block: human Bim-Bcl-B interaction inhibition; inhibition, % at 10 µM; actives 0.073% (n = 190,000); Q9HD36; AID 951; bead-based flow cytometry, Bim peptide-Bcl-B binding;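 also: 0% = tracer peptide without compound and 100% = reference inhibitor peptide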
Mcl-1 Bim block: disrupts Bim peptide binding to human Mcl-1 | inhibition, % at 10 µM | AID 1009 | Bead-based flow cytometry, Bim peptide-Mcl-1 binding | Q07820 | actives 0.1% (n = 190,000);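 also: 0% = no compound tracer wells and 100% = peptide blocker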
Bcl-W Bim block: inhibitors of Bim-Bcl-W interaction, human; bead-based flow cytometry, Bim peptide-Bcl-W binding; inhibition, % at 10 µM; actives 0.02% (n = 190,000); Q92843;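 also: 0% = bound tracer without compound and 100% = peptide blocker; higher means less fluorescent Bim peptide bound to Bcl-W beads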
Target sequence (Q92843 whole entry, looked up): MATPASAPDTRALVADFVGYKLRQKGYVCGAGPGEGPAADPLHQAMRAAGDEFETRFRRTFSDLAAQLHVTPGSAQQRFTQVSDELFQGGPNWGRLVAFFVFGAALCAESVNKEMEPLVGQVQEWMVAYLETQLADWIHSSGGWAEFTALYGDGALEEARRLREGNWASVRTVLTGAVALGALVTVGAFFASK
Active calls of the source: *; ? = inconclusive; . = not tested or not shown. Rule as the data show it, unless noted: active = inhibition above about 40%. Random draw from the library; any-hit rate near 0.94%.

cpd | structure | RGS4-Gao reg | RGS7-Gao reg | Bim-Bcl-XL | ABCB1 block | Bcl-2 Bim block | ABCG2 inh | Bfl-1 Bim block | RGS8-Gao reg | Bcl-B Bim block | Mcl-1 Bim block | Bcl-W Bim block
1 | CCNC(=S)N(CCc1c(C)[nH]c2ccc(C)cc12)Cc1cc(OC)c(OC)c(OC)c1 | . | . | -2 | 1.5 | -4 | 5 | 0 | . | -2 | 0 | -1
2 | CCOC(=O)N1CCC(NC(=O)C2CCCN(c3nc4ccccc4o3)C2)CC1 (stereo unspecified) | 95 | 94 | 0 | 2.7 | 1 | 24 | 0 | 100 | -2 | -1 | -1
3 | CCn1c(COc2ccccc2C)nnc1SCC(=O)OC | 96 | 96 | -1 | 0.2 | -5 | 1 | -10 | 98 | -4 | 0 | 0
4 | Cn1nc(C(C)(C)C)cc1C(=O)Nc1nc2c(s1)C(=O)CC(C)(C)C2 | 97 | 98 | -4 | 1.2 | 0 | 3 | -1 | 100 | 0 | 0 | -3
5 | O=S(=O)(c1ccc(N2CCN(c3ccc(F)cc3)CC2)cc1)N1CCCC1 | 96 | 96 | -11 | 0.6 | -12 | 13 | -18 | 99 | -10 | -5 | -5
6 | Cc1ccc(/C=N/NC(=O)c2cc(-c3cccnc3)nc3ccccc23)cc1 | 107 | 110 | 0 | 1.0 | 0 | 6 | 0 | 109 | -1 | 0 | 2
7 | C/C(CCN1CCc2nc(-c3ccccc3)c(-c3ccccc3)cc2C1)=N\O[C@@H](C)c1cc(-c2c(C)cc(C)cc2C)no1 | 104 | 104 | -2 | 2.6 | 3 | 7 | 1 | 103 | -6 | -1 | -4
8 | CCCNC(=O)NS(=O)(=O)c1ccc(Cl)cc1 | 101 | 99 | -2 | -0.4 | 1 | 0 | 0 | 102 | 3 | 0 | 0
9 | O=C(NCc1ccccn1)C(=O)Nc1cccc2ccccc12 | 104 | 98 | 2 | 0.5 | 2 | 4 | 0 | 104 | -2 | 1 | 3
10 | O=C(OCC#CCSc1nnc(-c2cccc3ccccc23)o1)c1ccco1 | 114 | 115 | -4 | 0.0 | 1 | 1 | 0 | 112 | 0 | -4 | -2

The final three records of the section before come first, to join the parts.
cpd | structure | RGS4-Gao reg | RGS7-Gao reg | Bim-Bcl-XL | ABCB1 block | Bcl-2 Bim block | ABCG2 inh | Bfl-1 Bim block | RGS8-Gao reg | Bcl-B Bim block | Mcl-1 Bim block | Bcl-W Bim block
8 | CCCNC(=O)NS(=O)(=O)c1ccc(Cl)cc1 | 101 | 99 | -2 | -0.4 | 1 | 0 | 0 | 102 | 3 | 0 | 0
9 | O=C(NCc1ccccn1)C(=O)Nc1cccc2ccccc12 | 104 | 98 | 2 | 0.5 | 2 | 4 | 0 | 104 | -2 | 1 | 3
10 | O=C(OCC#CCSc1nnc(-c2cccc3ccccc23)o1)c1ccco1 | 114 | 115 | -4 | 0.0 | 1 | 1 | 0 | 112 | 0 | -4 | -2
11 | CCCn1nc2cc(C(=O)NCc3ccc(C)cc3)ccc2c1OC | 95 | 94 | -1 | 3.0 | 0 | 24 | -2 | 95 | -2 | -5 | -2
12 | CCc1cc2ccccc2nc1SCC(=O)N1CCN(C(=O)c2ccco2)CC1 | 97 | 96 | -6 | 2.4 | -12 | 17 | -17 | 100 | -9 | -3 | -1
13 | CCOc1ncccc1C(=O)OCC(=O)c1ccc(Cl)s1 | 93 | 93 | -5 | -1.6 | -9 | 39 | -10 | 93 | -9 | -5 | -4
14 | COC(=O)/C=C(\C)NC(=O)c1ccc(F)cc1 | 100 | 97 | 0 | 0.4 | 0 | 7 | -3 | 93 | -2 | -1 | -2
15 | c1ccc(-c2ccc(CN3CCN(c4ncccn4)CC3)cc2)cc1 | 95 | 94 | -12 | 0.7 | -12 | 9 | -15 | 97 | -9 | -5 | -1
16 | COc1ccc(OCc2nnc(NC(=O)Nc3ccc(F)cc3)s2)cc1 | 101 | 107 | 0 | -0.2 | 0 | 0 | -2 | 102 | -2 | -1 | 0
17 | CCOc1ccc(-c2nc(N)ncc2-c2ccc(OC)cc2)c(O)c1 | 104 | 102 | -1 | 1.0 | 3 | 25 | 0 | 102 | 0 | 1 | 3
18 | Cc1ccc(C2CC(C(F)(F)F)n3nc(C(=O)NCCN4CCOCC4)cc3N2)cc1 (stereo unspecified) | 99 | 100 | 0 | -0.1 | 1 | -1 | -2 | 104 | -2 | 0 | -3
19 | CCN(CC)S(=O)(=O)c1ccc(N2CCOCC2)c(NC(=O)c2cc([N+](=O)[O-])ccc2Cl)c1 | 100 | ? | -2 | 2.4 | -4 | 9 | -3 | 101 | -3 | -1 | 0
20 | CCC1Oc2ccccc2N(CC(=O)NCCCN2CCCCC2C)C1=O (stereo unspecified) | 104 | 100 | -19 | 0.5 | -10 | 1 | -14 | 104 | -9 | -1 | 0
21 | O=C(Nc1ccccc1)N1CCC(c2nc(-c3ccc(S(=O)(=O)N4CCOCC4)cc3)no2)CC1 | 100 | 102 | -4 | 0.2 | -3 | 1 | -1 | 104 | 0 | -1 | 0
22 | Cc1cc(C)c(NC(=O)Cn2nc(-c3ccccc3)nc2-c2ccccc2)c(C)c1 | 99 | 98 | -1 | 0.2 | 0 | 0 | 0 | 103 | -3 | 0 | -2
23 | CN1c2ccccc2C(O)=C(C(=O)Nc2ccccc2)S1(=O)=O | 100 | 100 | 4 | 0.3 | -5 | 1 | -7 | 103 | -5 | 0 | 1
24 | CCOCCCn1c(=S)[nH]c2cc(C(=O)N3CCOCC3)ccc2c1=O | 99 | 100 | -4 | 0.7 | -1 | 2 | -5 | 96 | -3 | 0 | -3
25 | Cc1onc(-c2c(F)cccc2Cl)c1C(=O)NC(=S)NCc1cccnc1 | 99 | 96 | -3 | 0.7 | -1 | 1 | -3 | 100 | -70 | -3 | -1
26 | CC(c1ccccc1)C1OCC(C[N+]2(C)CCCCC2)O1 (stereo unspecified) | 90 | 86 | -2 | 0.2 | 1 | 0 | 3 | 87 | 1 | -2 | 0
27 | O=C(CN1CCN(CC(=O)Nc2ccc3c(c2)OCO3)CC1)Nc1ccc(F)cc1 | 112 | 111 | -10 | 0.6 | -1 | 14 | -6 | 127 | 0 | -6 | -2
28 | Nc1nonc1-c1nc2ccccc2n1CC(=O)O | 100 | 103 | -5 | 0.0 | -11 | 0 | -13 | 100 | -7 | 0 | 4
29 | CCOC(=O)c1cc(S(=O)(=O)NC2CCN(C(=O)OCC)CC2)cn1C | 100 | 97 | -7 | 0.6 | -10 | 8 | -20 | 99 | -8 | -4 | -2
30 | Cc1cc[n+](CC(=O)c2cccs2)cc1 | 98 | 93 | -5 | 1.0 | 1 | 0 | 1 | 86 | 5 | 2 | 0
31 | Cc1cc(C)c(S(=O)(=O)NCC(=O)NCc2ccccn2)c(C)c1 | 102 | 98 | -4 | 0.9 | 0 | 3 | 5 | 102 | 4 | -5 | -3
32 | Cc1c(Nc2nc3ccccc3nc2NS(=O)(=O)c2cccs2)c(=O)n(-c2ccccc2)n1C | 102 | 100 | -3 | 0.1 | -14 | 0 | -13 | 100 | -6 | 0 | 2
33 | C[n+]1c(/C=C/c2ccc3c(c2)OCO3)ccc2ccccc21 | 101 | 101 | 3 | 0.1 | -3 | 9 | 1 | 102 | -8 | 0 | 7
34 | O=C(Nc1ccccc1)N1CCSc2ccccc21 | 95 | 98 | -2 | -0.1 | -1 | 0 | 0 | 99 | 0 | 0 | -1
35 | CCc1nc2cc(CC(=O)O)ccc2o1 | 102 | 100 | -1 | 0.1 | -1 | 1 | -1 | 104 | 0 | -2 | 0
36 | Cc1cc(=O)n2ncnc2n1COCCO | 95 | 96 | -1 | -2.5 | 0 | -1 | -5 | 99 | 1 | 2 | -1
37 | C=CCN(c1ccc(C(N)=O)cc1)S(C)(=O)=O | 98 | 98 | -4 | 0.9 | -6 | -8 | -12 | 100 | -5 | -1 | -1
38 | S=C(NCc1ccco1)NCC(c1ccco1)N1CCCCC1 (stereo unspecified) | 93 | 100 | -3 | 1.0 | -5 | 5 | -7 | 99 | -9 | 0 | -1
39 | O=C(CCN1C(=O)COc2ccccc21)N1CCN(c2ccccn2)CC1 | 100 | 97 | -23 | 0.5 | -4 | 1 | -12 | 100 | -6 | 4 | 5
40 | Cc1csc(NC(=O)Cc2nn(C)c(=O)c3ccccc23)n1 | 100 | 100 | -2 | 1.1 | -10 | 10 | -9 | 99 | -8 | 0 | 1
41 | COc1ccc(CCC(=O)Nc2ccc(-c3noc(-c4ccc(OC)c(OC)c4)n3)cc2)cc1 | 104 | 100 | -2 | -0.6 | -7 | -2 | -9 | 104 | -3 | 0 | 2
42 | CCN(CC(=O)Nc1ccc(N2CCOCC2)cc1)Cc1nc2ccccc2c(=O)[nH]1 | 97 | 101 | 2 | 0.0 | 3 | 1 | 6 | 102 | -2 | -2 | 4
43 | CC(C)(C)C(=O)c1sc(Nc2ccccc2)nc1N | 98 | 96 | -4 | -0.3 | -5 | 0 | -14 | 99 | -5 | -1 | -1
44 | CCN(CC)S(=O)(=O)c1ccc(C(=O)OCCN2C(=O)CCC2=O)cc1 | 90 | 93 | -11 | 0.5 | -4 | 2 | -11 | 98 | -4 | -3 | -5
45 | Cc1ccc(S(=O)(=O)Nc2ncc(C(F)(F)F)cc2Cl)cc1 | 91 | 94 | -3 | -0.1 | 3 | -6 | -4 | 91 | -3 | 0 | -3
46 | COc1ccc(C(=O)CSc2nnc(-c3ccco3)o2)cc1 | 105 | 100 | -2 | -0.1 | -2 | 1 | -6 | 103 | -3 | 1 | 1
47 | CC(=O)c1cccc(CN2CCN(C3CCCC3)C(CCO)C2)c1 (stereo unspecified) | 104 | 108 | -4 | 0.4 | -5 | 3 | -11 | 106 | -5 | -1 | 0
48 | O=CNC(Cc1ccccc1)C(=O)O (stereo unspecified) | 88 | 98 | -1 | 0.1 | -3 | 0 | -2 | 104 | -2 | -2 | 0
49 | C/C(=N\NC(=O)C1(C)CC1(Br)Br)c1cccc(NC(=O)C2CCC2)c1 (stereo unspecified) | 103 | 102 | -1 | 0.7 | -3 | 5 | 0 | 104 | -4 | -1 | 0
50 | N#Cc1nc(-c2cccc3ccccc23)oc1NCCN1CCCCC1 | 101 | 100 | -2 | 0.1 | -2 | 1 | -10 | 101 | -3 | 1 | 1
51 | CC(=O)NC(Cc1ccccc1)C(=O)N1CCN(C(=S)NCC(C)C)CC1 (stereo unspecified) | 99 | 104 | -3 | 0.8 | -2 | 12 | -4 | 101 | -8 | 0 | 0
52 | Cc1ccc(-c2nnc3sc(C4COc5ccccc5O4)nn23)cc1 (stereo unspecified) | 99 | 102 | 0 | 0.1 | -3 | 0 | -9 | 98 | -6 | -1 | 3
53 | Cc1cc(C)cc(Nc2cc(C)nc3nc(C)nn23)c1 | 104 | 102 | 0 | 0.3 | -8 | 3 | -11 | 102 | -4 | 0 | 2
54 | COc1cc(C2C(C(=O)c3ccc(C)o3)=C(O)C(=O)N2Cc2cccnc2)ccc1O (stereo unspecified) | 101 | 102 | -7 | 0.4 | -8 | 1 | -14 | 103 | -8 | 0 | 2

Screens deposited in PubChem BioAssay by NMMLSC.
